Assay outcomes as filed in PubChem.
GSTO1 inh: blocks human GSTO1 in RBBP9 counter-screen | inhibition, % at 5.96 µM | AID 1974 | P78417 | actives 1.1% (n = 300,000) | recombinant GSTO1, activity-based probe fluorescence polarization;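 active = inhibition above the campaign mean inhibition plus 3 SD, cut at about 35% in these data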;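 also: 0% = GSTO1-1 with DMSO and 100% = wells lacking GSTO1-1 enzyme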
LYPLA2 inh: blocks human lysophospholipase 2, a PME1 counter-screen; recombinant LYPLA2, FP-Rh probe fluorescence polarization; O95372; inhibition, % at 5.9 µM; actives 0.38% (n = 320,000);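 active = inhibition above the screen-wide mean plus 3 SD, limit set per campaign, cut at about 26% in these data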;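 also: 0% = LYPLA2 with DMSO and 100% = wells lacking LYPLA2 enzyme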
LYPLA1 inh: LYPLA1 (human) inhibition in PME1 counter-screen; O75608; recombinant LYPLA1, FP-Rh probe fluorescence polarization; inhibition, % at 5.9 µM; actives 0.16% (n = 320,000); AID 2174;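 active = inhibition above the mean of all tested compounds plus 3 SD, set per campaign, cut at about 14% in these data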;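 also: inhibitors block serine hydrolase probe labeling of LYPLA1 so polarization falls; 0% = enzyme with DMSO and 100% = wells lacking LYPLA1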
PAD4 inh: PAD4 (human) enzyme inhibition; recombinant PAD4, RCA probe fluorescence polarization; inhibition, % at 6.36 µM; actives 0.41% (n = 330,000);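 active = percent inhibition above a cutoff equal to the mean of all tested compounds plus 3 SD, cut at about 15% in these data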;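 also: 0% = PAD4 with RCA probe and DMSO and 100% = probe without PAD4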
Target sequence (Q9UM07 whole entry, looked up): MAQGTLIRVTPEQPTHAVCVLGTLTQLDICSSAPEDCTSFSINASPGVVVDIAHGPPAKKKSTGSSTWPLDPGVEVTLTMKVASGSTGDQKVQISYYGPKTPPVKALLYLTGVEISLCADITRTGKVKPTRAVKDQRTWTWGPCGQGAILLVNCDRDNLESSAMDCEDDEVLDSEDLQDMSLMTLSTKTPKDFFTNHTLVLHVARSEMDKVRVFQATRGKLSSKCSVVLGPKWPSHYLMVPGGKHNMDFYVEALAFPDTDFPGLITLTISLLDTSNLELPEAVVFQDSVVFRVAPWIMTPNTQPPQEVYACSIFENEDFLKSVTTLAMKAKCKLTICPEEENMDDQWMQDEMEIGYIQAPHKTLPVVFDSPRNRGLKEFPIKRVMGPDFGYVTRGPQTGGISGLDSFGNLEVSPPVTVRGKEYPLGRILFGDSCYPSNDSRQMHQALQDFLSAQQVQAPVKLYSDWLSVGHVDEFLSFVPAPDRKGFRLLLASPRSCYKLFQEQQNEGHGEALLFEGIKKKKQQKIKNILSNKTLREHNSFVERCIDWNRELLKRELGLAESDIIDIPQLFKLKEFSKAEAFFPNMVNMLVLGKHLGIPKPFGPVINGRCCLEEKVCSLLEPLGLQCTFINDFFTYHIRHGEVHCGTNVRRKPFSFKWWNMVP
PAFAH1B3 FP inh: blocks human PAF acetylhydrolase 1B catalytic subunit 3. recombinant PAFAH1B3, FP-rhodamine probe, fluorescence polarization. inhibition, % at 3.39 µM. AID 492972. actives 0.28% (n = 340,000);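 active = inhibition above the screen-wide average of all tested compounds plus 3 SD, cut at about 25% in these data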;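 also: 0% = enzyme with DMSO only and 100% = wells lacking PAFAH1B3 protein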
Target sequence (Q15102 whole entry, looked up): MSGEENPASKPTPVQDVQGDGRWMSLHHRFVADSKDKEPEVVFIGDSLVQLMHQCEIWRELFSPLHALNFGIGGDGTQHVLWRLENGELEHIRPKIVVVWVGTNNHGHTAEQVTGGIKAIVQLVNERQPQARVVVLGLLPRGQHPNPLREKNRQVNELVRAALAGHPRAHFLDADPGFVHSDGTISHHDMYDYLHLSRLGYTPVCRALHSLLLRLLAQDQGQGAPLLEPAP
pPAFAH FP inh: inhibitors of human plasma PAF acetylhydrolase (pPAFAH). actives 1.5% (n = 330,000). inhibition, % at 3.39 µM. recombinant pPAFAH, FP-rhodamine probe fluorescence polarization;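 active = inhibition above the mean inhibition across the screen plus 3 SD, cut at about 25% in these data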;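 also: inhibitors block binding of the rhodamine activity-based probe so polarization drops; 0% = enzyme with DMSO and 100% = wells lacking pPAFAH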
PREPL inhibitor: inhibits the human prolyl oligopeptidase-like enzyme; actives 0.68% (n = 320,000); recombinant PREPL, fluorescence polarization activity-based probe; Q4J6C6; inhibition, % at 5.96 µM; AID 2751; in the data active = inhibition above about 43%;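 also: 0% = enzyme with DMSO and 100% = wells lacking enzyme; many of its hits are not listed in these tables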
PAFAH1B2 FP inh: blocks human PAF acetylhydrolase 1b catalytic subunit 2; P68402; recombinant PAFAH1B2, FP-rhodamine activity probe, fluorescence polarization; inhibition, % at 3.39 µM; actives 1.2% (n = 340,000); AID 492953;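 active = inhibition above the mean of all tested compounds plus 3 SD, cut at about 24% in these data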;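 also: 0% = enzyme with DMSO and 100% = wells lacking PAFAH1B2; many of its hits are not listed in these tables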
PAFAH2 FP inh: inhibitors of human PAFAH2. actives 0.99% (n = 340,000). recombinant PAFAH2, FP-rhodamine activity probe, fluorescence polarization. inhibition, % at 3.39 µM;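 active = inhibition above the mean over all tested compounds plus 3 SD, cut at about 30% in these data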;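 also: inhibitors block probe labeling of enzyme so polarization drops; 0% = enzyme with DMSO and 100% = wells lacking PAFAH2 protein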
* = called active by the depositor; . = no result given. Only part of the results is shown; the hit share may differ from the screen's.

Sample of the layout, 2 compounds:
SMILES	GSTO1 inh	LYPLA2 inh	LYPLA1 inh	PAD4 inh	PAFAH1B3 FP inh	pPAFAH FP inh	PREPL inhibitor	PAFAH1B2 FP inh	PAFAH2 FP inh
COc1ccccc1-c1nnc(SCC(=O)NC2CCCCC2)n1C	-1	8	4	1	1	5	5	-2	-7
CC1NC(=O)c2ccccc2-n2c1nc1cc(F)ccc1c2=O (centres undefined)	.	-2	2	1	.	1	-8	.	.

All compounds of this part, previewed entries included:
SMILES	GSTO1 inh	LYPLA2 inh	LYPLA1 inh	PAD4 inh	PAFAH1B3 FP inh	pPAFAH FP inh	PREPL inhibitor	PAFAH1B2 FP inh	PAFAH2 FP inh
COc1ccccc1-c1nnc(SCC(=O)NC2CCCCC2)n1C	-1	8	4	1	1	5	5	-2	-7
CC1NC(=O)c2ccccc2-n2c1nc1cc(F)ccc1c2=O (centres undefined)	.	-2	2	1	.	1	-8	.	.
O=C(Nc1nnc(-c2ccccc2)o1)Nc1ccc(F)cc1F	0	-4	-2	1	2	-3	-2	3	-6
CCN(CC(=O)Nc1ccc(NC(C)=O)cc1)C(=O)c1ccc(NC2CC2)c([N+](=O)[O-])c1	-4	3	1	3	2	3	16	4	0
Cc1c(C(=O)OCC(C)(C)CN(C)C)oc2ccccc12	1	5	-1	3	11	3	-17	3	-10
CC(=O)N1CCC(N2CCN(c3ccccc3F)CC2)CC1	-5	0	-3	0	6	-7	16	4	3
N/C(=N\OC(=O)CC1CCCCC1)c1cccnc1	10	6	0	2	-2	-4	12	1	2
COc1ccc(C(CCN2CCCC2)c2c(OC)cc(OC)c3c(-c4ccccc4)cc(=O)oc23)cc1 (centres undefined)	7	-8	-1	-1	1	8	21	2	5
CCCNC(=S)N1CCC(NC(=O)c2ccc(C)cc2)CC1	-4	-5	-3	0	5	3	-5	1	6
COC(=O)C(CC(C)C)NC(=O)c1cccs1 (centres undefined)	14	1	-3	0	4	-2	1	2	-1
COc1ccc(C(=O)NCC(=O)OCc2nc(N)nc(Nc3ccccc3C)n2)cc1	.	-5	3	-3	10	-1	8	-3	-3
Cc1cc(Br)ccc1OCCN1CC(C)OC(C)C1 (centres undefined)	1	-2	1	2	0	2	9	6	2
O=C(CC1S/C(=N/N=C/c2ccco2)NC1=O)Nc1ccccc1 (centres undefined)	10	2	0	4	2	3	-3	1	-1
O=C(CSc1nnc(SCc2cccc3ccccc23)s1)N=Nc1c(O)[nH]c2ccccc12	-3	-3	-3	-4	.	6	6	.	.
COc1c(F)c(F)c(C(=O)Nc2ccc(N3CCN(Cc4ccccc4)CC3)cc2)c(F)c1F	-2	22	6	0	3	10	12	1	6
Clc1c2c(nc3ccccc13)CCC2	71*	4	-4	4	1	-3	8	1	7
COc1ccc(CNC(=O)c2ccc[nH]2)cc1	8	6	4	1	9	3	13	9	8
O=[N+]([O-])c1cccc(S(=O)(=O)c2cccc([N+](=O)[O-])c2)c1	-4	-9	0	-8	7	-1	-1	5	9
COc1nc(-c2ccc(Cl)cc2)nnc1C	2	4	-1	3	-1	1	0	-1	-6
O=C(Nc1c2c(nn1-c1ccccc1)CS(=O)(=O)C2)c1ccco1	-1	6	4	2	5	2	3	1	-9
CCOC(=O)c1ccc(N2C(=O)CC(C)(CC)CC2=O)cc1	4	-5	-3	1	4	2	-7	7	4
C/C=C\C=C/C(=O)Nc1cccc(C2=NOC3(C2)C[C@@H](C(N)=O)N(C(=O)CCCCC)C3)c1 (some centres undefined)	-5	-7	-7	1	-1	6	-8	7	-1
CCN(C[C@H]1N[C@@](CC)(C(=O)OC)[C@H]2C(=O)N(C)C(=O)[C@@H]12)S(=O)(=O)c1ccc(F)cc1	.	.	.	0	1	1	0	2	12
CCN(CC(=O)Nc1ccc(Br)cc1)C(=O)c1nc2nc(C)cc(C)n2n1	.	5	1	5	7	12	0	-2	-1
COc1ccc(C2=Nc3cccc4cccc(c34)N2)cc1	24	5	-6	0	16	-1	2	14	2
CC(=O)NCCc1nc2cc(NC(=O)Nc3ccccc3)ccc2n1C	4	-1	-6	1	18	2	-6	11	-11
O=C(O)CCC1=C2c3ccccc3CCN2C(=O)CC1	-2	6	-3	5	4	5	21	2	-11
Cc1cccc(Oc2ccccc2NC(=O)C2=COCCO2)c1	.	-2	-3	2	13	16	-6	7	2
COC(=O)c1ccc(CSc2nc3cc(Cl)ccc3s2)o1	-3	2	0	4	11	0	-10	10	-2
O=C(CN(CCCN1CCOCC1)C(=O)Cn1nnc(-c2ccc(F)cc2)n1)NC1CCCCC1	-4	-2	-2	-7	7	0	8	2	-5
CCOC(=O)[C@H]1[C@H]2COc3ccccc3[C@@H]2N2C(=O)c3cc(OC)c(OC)cc3NC(=O)[C@@]12C	1	-6	-7	0	7	8	3	-4	2
O=C(Nc1ccccc1)c1ccccc1CSc1ccccc1	-1	-5	-7	0	2	8	-53	1	4
O=[N+]([O-])C(/C=C(/Cl)[N+](=O)[O-])=C(N1CCCCC1)N1CCCCC1	0	8	2	-3	-2	7	5	3	-2
CC(C)c1nc(CNC(=O)CC2C(=O)NCCN2Cc2ccc(F)cc2Cl)cs1 (centres undefined)	2	-9	1	-3	4	-3	6	7	12
C=C(c1ccccc1)c1ccc(N(C)C)cc1	0	-2	2	-5	13	3	5	9	3
Cc1ccc(NC(=O)Nc2ccccc2)cc1[N+](=O)[O-]	-4	-6	-8	1	6	0	11	-1	-8
CC(=O)Nc1nn(C)c2nc3ccc(C)cc3cc12	6	-2	-1	-2	-2	0	-4	-3	-3
COc1ccc(N2CCN(S(=O)(=O)c3ccc4c(c3)NC(=O)CC(=O)N4)CC2)cc1	9	3	0	-5	2	4	16	-3	-11
CC1(c2ccc3c(c2)OCCO3)NC(=O)N(CC(=O)Nc2ccccc2SCC#N)C1=O (centres undefined)	.	7	-1	-1	7	1	13	2	-2
COc1ccc(OCCCNCCc2ccccc2)cc1	3	4	-4	1	9	0	-1	-1	-5
Cn1cccc1CNCc1ccc(F)cc1	1	0	-3	-1	-2	-6	12	-3	-7
COc1ccc(N/N=C(/C(C)=O)N2CCCc3ccccc32)cc1	-2	1	-1	-5	-3	7	9	9	2
O=C(COc1ccc(OCc2ccccc2)cc1)NN=C1CCCC1	-3	4	5	-2	4	0	14	1	3
Fc1cccc(Cl)c1CNCCCSc1ncccn1	-1	-2	3	-3	0	-3	5	-4	-5
CCOCc1nnc(NS(C)(=O)=O)s1	4	-1	-1	-1	3	-5	-4	5	-9
CC(NC(=O)CN(C)S(=O)(=O)c1ccc(Br)s1)c1ccccc1 (centres undefined)	7	-3	4	0	8	5	20	9	7
O=C(CSc1nc2ccccc2o1)NCc1n[nH]c(=O)c2ccccc12	-2	1	1	1	4	2	7	3	5
COc1ccc(OC)c(NC(=O)C2=C(C)Nc3ncnn3C2c2cccs2)c1 (centres undefined)	4	2	4	7	0	2	0	4	7
COc1ccnc(-n2cccc2C=O)c1C#N	1	-5	-1	-5	-4	1	-3	3	3
Cc1noc(C)c1S(=O)(=O)N(CC(=O)N1CCCC1)c1ccc(C(C)C)cc1	3	5	3	-5	-1	5	-4	3	7
(cont.)
SMILES	GSTO1 inh	LYPLA2 inh	LYPLA1 inh	PAD4 inh	PAFAH1B3 FP inh	pPAFAH FP inh	PREPL inhibitor	PAFAH1B2 FP inh	PAFAH2 FP inh
Cc1ccc(NC(=O)CN(C)C(=O)c2ccc(Br)o2)cc1	1	-2	3	0	14	5	-6	5	1
CCC(=O)c1ccc2c(c1)OCCO2	15	2	-2	6	4	-2	16	2	0
CCCCn1c(SCc2nc3ccccc3s2)nc2ccccc2c1=O	-1	-1	2	-1	1	2	17	2	-7
CCOc1c(N2CCOCC2)c(=O)c1=O	-2	-4	0	-1	5	-1	5	0	6
CCNC(=O)C/C(C)=N/NC(=O)C1CCCCC1	7	-4	-4	2	3	3	13	-2	3
COc1ccc(C2N(c3ccc4c(c3)OCCO4)C(=O)C2(F)F)cc1OC (centres undefined)	-6	-3	-3	-5	6	1	-9	1	6
O=C(NCc1ccco1)c1ccc2[nH]c(=O)c(=O)[nH]c2c1	-10	28*	6	0	6	5	2	4	1
COc1cc(/C=N/NC2=NC(C)(C)Cc3ccccc32)cc(OC)c1OC	6	1	2	-3	10	5	10	6	-2
CCOC(=O)c1cc(NC(=O)c2cccnc2)cc(C(=O)OCC)c1	-12	-12	-12	-3	-3	-4	-8	0	-10
O=C1CC(c2ccccc2)CC(O)=C1C=NCCCN1CCOCC1 (centres undefined)	-1	-2	-2	-9	0	3	-5	-1	-5
O=C(CN1CCCC1)NCC12CC3CC(CC(C3)C1)C2	3	12	3	0	8	4	13	5	8
O=C(c1cc2c(s1)CCCC2)n1cccn1	5	19	4	-1	-1	21	68*	1	63*
Cc1ccc(-n2nnnc2CNC(=O)C2CC(=O)N(c3ccc(F)cc3)C2)cc1C (centres undefined)	-2	-2	1	4	4	4	-16	3	6
CSCCC(NC(=O)c1ccc([N+](=O)[O-])cc1Cl)C(=O)OCC(=O)NCC(F)(F)F (centres undefined)	-2	2	0	-6	2	-3	6	3	2
COC(=O)COc1ccc(S(=O)(=O)NCc2ccco2)cc1Cl	2	6	2	2	4	7	-2	5	6
CCN(CC)C(=O)c1ccc(-c2cccs2)s1	9	-7	0	6	-6	-5	4	-1	2
CCCCNC(=S)NNC(=O)CCn1nc(C)c(Br)c1C	-2	-1	-1	-7	-7	-4	5	1	3
COc1ccc(-c2nc(=S)c3c(n2CCN2CCOCC2)CC(C)(C)OC3)cc1	-2	2	-1	0	5	-4	21	4	-3
CCOC(=O)C1=C(SCC)c2cc3c(n2C1=O)CCCC3	38*	0	2	5	4	11	12	7	24
CCCc1nc(SCC(=O)NNC(=O)c2ccc(OC)cc2)c2ccccc2n1	7	4	2	1	9	2	-3	3	2
O=C(NCc1ccc2c(c1)OCO2)C(c1ccco1)N(C(=O)c1csnn1)c1ccccc1 (centres undefined)	4	2	0	-1	-4	4	-3	3	-5
CN1C(=O)c2ccc(NC(=O)C3CCCCC3)cc2C1=O	3	3	1	-2	2	-4	-1	3	-1
CCOc1cc(C(=O)CSc2nnc(CNc3ccc(Cl)cc3)o2)ccc1NC(=O)CC	2	-8	-1	-3	-2	6	-8	4	-1
CC[C@@H](C)[C@@H](C(=O)N1CCN(C(=O)OC(C)(C)C)CC1)n1cc(CCCCNC(=O)OC(C)(C)C)nn1	6	4	-1	6	3	8	4	3	4
Cc1ccc(CCNC(=O)c2nn(C)c3c2CS(=O)(=O)c2ccccc2-3)cc1	5	6	-1	-1	0	2	6	4	0
Cc1[nH]c2ccccc2c1/C=N/NC(=O)Nc1ccccc1	-7	-1	2	-5	5	6	9	9	7
COc1cc2ccccc2cc1C(=O)OCC(=O)N(CC(C)C)c1c(N)n(Cc2ccccc2)c(=O)[nH]c1=O	-6	0	-2	1	3	5	-8	3	0
Cc1ccc(S(=O)(=O)CC(=O)c2ccccc2[N+](=O)[O-])cc1	16	3	-2	-5	3	6	4	5	5
CC(=O)Cc1nsc(NC(=O)c2cc(-c3ccc(Cl)c(Cl)c3)oc2C)n1	-5	-4	-9	-6	2	2	-84	-1	4
COc1ccc(/C=N/n2cnc3c([nH]c4ccc(Br)cc43)c2=O)cc1CN1CCOCC1	4	-9	-2	4	.	-3	-5	.	.
O=S(=O)(c1cccs1)N1CN(Cc2ccc(Cl)cc2)c2nc3ccccc3nc21	-2	3	-7	-2	8	1	1	9	3
CC(C)(C)Cc1nc2ccccc2n1CCc1ccccc1	4	-1	0	-1	2	0	5	6	1
